Screening data (PubChem)
EPAC2 ag: agonists of human EPAC2 (RAPGEF4) | Q8WZA2 | EPAC2 activation, biochemical qHTS; response scale: 100% = 6.5 mM cAMP response | Potency, µM (highest dose often 154 µM), for inactives: at the top dose activation, actives largely listed as activators | 0.079% of 360,000 active; further: potency means the concentration at half of the fitted maximal effect; nearly all actives have a fitted effect of over 50% in size
Target sequence (Q8WZA2 whole entry, looked up): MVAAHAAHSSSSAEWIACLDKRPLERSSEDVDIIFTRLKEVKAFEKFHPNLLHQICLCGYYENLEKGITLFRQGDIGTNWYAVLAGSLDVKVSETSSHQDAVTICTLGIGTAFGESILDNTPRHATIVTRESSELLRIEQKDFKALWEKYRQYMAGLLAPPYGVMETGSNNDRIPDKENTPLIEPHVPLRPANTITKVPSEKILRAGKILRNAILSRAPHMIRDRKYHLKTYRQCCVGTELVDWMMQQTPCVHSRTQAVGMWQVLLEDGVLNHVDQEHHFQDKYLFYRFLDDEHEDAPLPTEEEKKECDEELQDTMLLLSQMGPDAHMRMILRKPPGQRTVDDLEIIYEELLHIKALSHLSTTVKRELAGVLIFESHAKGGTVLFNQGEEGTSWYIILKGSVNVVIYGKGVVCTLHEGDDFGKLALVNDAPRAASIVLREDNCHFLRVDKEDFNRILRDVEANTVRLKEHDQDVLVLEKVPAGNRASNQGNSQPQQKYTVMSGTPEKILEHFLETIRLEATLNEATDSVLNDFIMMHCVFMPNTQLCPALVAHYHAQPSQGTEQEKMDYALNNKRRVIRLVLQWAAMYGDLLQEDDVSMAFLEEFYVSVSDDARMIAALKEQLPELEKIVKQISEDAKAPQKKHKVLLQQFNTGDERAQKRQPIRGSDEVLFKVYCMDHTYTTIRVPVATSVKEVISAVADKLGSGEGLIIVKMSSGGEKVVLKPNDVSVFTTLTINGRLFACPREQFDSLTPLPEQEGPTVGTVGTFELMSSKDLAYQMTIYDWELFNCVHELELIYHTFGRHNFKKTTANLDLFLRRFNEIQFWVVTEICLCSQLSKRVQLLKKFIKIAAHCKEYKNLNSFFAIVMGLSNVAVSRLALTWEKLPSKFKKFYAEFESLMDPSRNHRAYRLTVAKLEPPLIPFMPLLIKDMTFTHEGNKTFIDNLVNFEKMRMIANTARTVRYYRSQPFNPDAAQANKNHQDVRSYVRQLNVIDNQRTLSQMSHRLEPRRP
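EPAC2 (100 nM) mixed with Rap1B loaded with BODIPY-GDP (250 nM) plus 50 uM unlabeled GDP; compounds pinned in, 5 min RT, then read every 5 min for 30 min (ex 480, em 540 nm). Normalized to cAMP control.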
Nrf2 activator: activators of Nrf2 (ARE) signaling; AREc32 ARE-luciferase reporter (MCF7-derived line), luminescence, 24 h; Potency, µM (series often up to 46.1 µM), without a hit: at the highest dose activation, actives largely listed as activators; 0.31% of 410,000 active; AID 624171; further: potency means the concentration at half of the fitted maximal effect; % of control where 0% means no effect; nearly all actives have a fitted effect of over 65% in size
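AREc32 cells carrying an ARE-driven firefly luciferase, 1000 cells/well in OPTI-MEM with 5% FBS, dosed after overnight attachment and incubated 24 hr at 37 deg C. Steady-Glo luminescence read after 30 min at RT.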
Akt phos inh: blocks phosphorylation of Akt; Neuro2A IGF-stimulated pAkt S473 HTRF, 20 min; stronger effect = lower value; activity change, % for hits at 50 µM; 0.32% of 360,000 active; AID 651550; in the data active means activity change below about -80%; inconclusive means mostly about -51% to -80%; further: on the % scale 0 is the no-effect control and ±100 the full control effect
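Single-point screen (50 µM final compound) in Neuro2A cells stimulated 20 min with 6 nM IGF at 37 deg C. After lysis, Ser473-phosphorylated Akt read by HTRF (ex 330 nm, em 615/665 nm) as the 665/615 ratio.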
EPAC2 antag: EPAC2 (human) antagonism | Q8WZA2 | EPAC2 GEF exchange of Rap1B-BODIPY-GDP, fluorescence | Potency, µM (highest dose often 114 µM), without a hit: at the top dose activity, negative = inhibition, hits mostly inhibitors | 0.18% of 360,000 active; further: potency means the concentration at half of the fitted maximal effect; on the % scale 0 is the no-effect control and ±100 the full control effect; nearly all actives have a fitted effect of over 45% in size; many of its hits are not listed in these tables
A549 tox: kills or reduces viability of A549 cells in Nrf2 counter-screen; A549 ARE-Fluc cells, CellTiter-Fluor viability, 18-24 h; Potency, µM (titrated, usually from 46 µM), for inactives: at the top dose activity change, negative = cytotoxicity, most hits filed as inhibitors; 0.16% of 390,000 active; further: potency means the concentration at half of the fitted maximal effect; on the % scale 0 is the no-effect control and ±100 the full control effect
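Cytotoxicity counterscreen: CellTiter-Fluor fluorescence was measured in A549 ARE_Fluc cells after 18-24 h of compound exposure in a concentration series. The subsequent BugLite luminescent read reports ARE-luciferase activity.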
MmCpn inh: blocks the Methanococcus maripaludis chaperonin Mm-Cpn. purified Mm-Cpn ATPase, ADP Transcreener TR-FRET. Potency, µM (series often up to 76.9 µM), for the others: at the highest dose activity, negative = inhibition, usual class: inhibitors. 0.031% of 330,000 active. AID 504842; further: potency means the concentration at half of the fitted maximal effect; on the % scale 0 is the no-effect control and ±100 the full control effect; nearly all actives have a fitted effect of over 80% in size
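Eu-cryptate anti-ADP/ADP-d2 competition gives a ratio inversely related to ADP. Enzyme at 25 nM was pre-exposed to compound for 10 min, then given 10 uM ATP for 30 min, 37°C throughout.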
CCT chaperon mod: modulators of cytosolic chaperonin (CCT/TRiC) activity; purified chaperonin ATPase assay, HTRF ADP detection, 30 min; activity change, % (no concentration beside the values), hits read low; 0.3% of 360,000 active; in the data active means activity change below about -30%; further: on the % scale 0 is the no-effect control and ±100 the full control effect
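TRiC at 40 or 20 nM final (batch-dependent) in 30 mM Tris pH 7.4, 100 mM KCl, 5 mM MgCl2, 1 mM DTT, with compound at single 76 uM and 10 uM ATP, 30 min at 37 deg C. ADP detected by HTRF Transcreener, 665/615 ratio.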
TGFb inhibitor: inhibitors of TGF-b signaling; HepG2 CAGA-GFP TGF-b/SMAD3 reporter, GFP fluorescence, 18 h; TGF-beta stimulated, 500 pg/mL final; Potency, µM (titrated, usually from 46.1 µM), inactives show at the top dose activity, negative = inhibition, most hits filed as inhibitors; 1.2% of 410,000 active; AID 588855; further: potency means the concentration at half of the fitted maximal effect; on the % scale 0 is the no-effect control and ±100 the full control effect; nearly all actives have a fitted effect of over 65% in size
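Inhibition of TGF-beta-driven CAGA-GFP reporter expression in HEPG2 cells is measured by cellular GFP fluorescence after 18 h stimulation with 500 pg/mL recombinant TGF-beta in 1% FBS medium at 37 degrees C.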
Nrf2 inh: blocks Nrf2 signaling. A549 ARE-Fluc reporter, luciferase luminescence, 18-24 h. Potency, µM (top dose mostly 46 µM), without a hit: top-dose activity change, negative = inhibition, most hits filed as inhibitors. 2.1% of 360,000 active. AID 504444; further: potency means the concentration at half of the fitted maximal effect; on the % scale 0 is the no-effect control and ±100 the full control effect; nearly all actives have a fitted effect of over 60% in size
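Quantitative HTS in A549 cells stably bearing an antioxidant response element-firefly luciferase construct. Inhibition of Nrf2-driven transcription was scored by luminescence after 18-24 h of compound exposure at 37 °C.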
Starred values were filed as active, the others as inactive; i = inactive; ? = inconclusive; / = not tested or not shown; [ ] = dose if it differs, or a comment. Unless noted, the call rests on the fitted dose curve; in most records, active means well fitted curve in the direction sought with a large enough effect; inconclusive means small, poorly fitted or top-dose-only effect, or another doubt; inactive means no such curve, though single readings can be large; an effect the other way counts as inactive or inconclusive.

mol	TGFb inhibitor	EPAC2 ag	EPAC2 antag	MmCpn inh	Nrf2 inh	Akt phos inh	Nrf2 activator	A549 tox	CCT chaperon mod
CC1Oc2ccccc2N(Cc2cccnc2)C1=O (configuration not stated)	0%	7%	0%	1%	-19%	i	0.1%	-7%	-0.9
O=C(COC(=O)c1ccccc1NC(=O)c1ccco1)Nc1ccc2c(c1)OCO2	?	1%	-5%	-3%	-19%	-102%*	0.2%	?	-8.2
COC(=O)[C@H](Cc1ccccc1)NC(=O)/C=C/[C@H]1O[C@@H](n2ccc(=O)[nH]c2=O)[C@H](O)[C@@H]1O	-1%	10%	2%	/	/	i	0.1%	/	0.6
CCCCc1c(C)nc2ccc(C)cc2c1SCCC(=O)O	-16%	1%	-21%	-2%	-26%	i	6.5%	-14%	3.6
CCOc1cccc(/C=C2\NC(=S)N(c3ccccc3)C2=O)c1O	?	-6%	8%	-6%	0%	i	11µM*	-3%	0.2
Cc1ccc(C(=O)Nc2cccc(C(=O)O)c2)cc1	5%	5%	2%	1%	?	i	-1.7%	15%	-2.3
CCOC(=O)c1cccc(NC(=O)c2cncc(Br)c2)c1	4%	15%	-11%	1%	12%	i	2.2%	5%	-2.5
COc1cc(C(=O)O)cc(OC)c1OCc1cc(C(=O)O)oc1C	-2%	-4%	-2%	0%	11%	i	-0.5%	1%	0.2
Cc1cc(C)nc(-n2nc(C)cc2NC(=O)CN2CCCC(C)C2)n1 (configuration not stated)	?	2%	15%	2%	?	i	-1.4%	1%	-1.4
c1ccc(OCCSc2ncnc3nc[nH]c23)cc1	0%	4%	8%	/	9%	i	2.9%	-5%	-0.4
Cc1onc(-c2ccccc2Cl)c1C(=O)NCc1ccc(S(N)(=O)=O)cc1	-20%	3%	8%	1%	15%	i	-0.7%	0%	2.2
CCCOn1c(-n2nc(C)cc2C)nc2ccccc2c1=O	13%	1%	13%[57.1 µM]	1%	5%	i	-0.4%	-8%	-4.0
CC(C)[C@H](NC(=O)c1c(F)cccc1F)C(=O)N1CCN(c2ccc(F)cc2)CC1	-9%	5%	16%	3%	?	i	0.2%	3%	1.7
Cc1cc(C(=O)Nc2cccc(NC(=O)c3ccco3)c2)ccc1[N+](=O)[O-]	-12%	6%	-5%	1%	?	i	5.9%	-6%	-2.9
Cc1ccc(/C=N/NC(=O)c2cc3ccccc3cc2O)o1	?	3%	32%[activator]	0%	-30%	i	-0.2%	9%	1.9
CC(=O)c1c(C)[nH]c(C(=O)COC(=O)CCNS(=O)(=O)c2ccc(C)c(C)c2)c1C	-6%	8%	-12%	0%	-50%	i	-0.5%	-20%	0.4
CCCNC(=O)COc1coc(CN2CCN(Cc3ccccc3)CC2)cc1=O	?	-4%	-3%	-1%	-10%	i	0.0%	0%	-1.7
CC1CC(C)CN(S(=O)(=O)c2cccc3nsnc23)C1 (configuration not stated)	-6%	5%	-3%	1%	-14%	i	0.3%	2%	-2.6
CN(Cc1ccccc1)S(=O)(=O)c1ccc(OCC(=O)NCc2cccnc2)cc1	22%	0%	9%	1%	-13%	i	3.6%	4%	-2.0
COc1ccc(-c2cc(-c3ccccc3)nc(SCC(=O)Nc3ccccc3C)c2C#N)cc1	-9%	/	/	/	4%	/	3.5%	-15%	/
CCc1ccc(NCc2cc3ccc(OC)cc3n(CC(=O)Nc3ccccc3C)c2=O)cc1	3%	/	/	/	?	/	-1.4%	-7%	/
c1ccc(-n2ncc3c(NCc4ccc5c(c4)OCO5)ncnc32)cc1	16%	9%	-14%	4%	-7%	i	4.2%	-8%	-0.4
CCOC(=O)C1CCCN(CCC(=O)Nc2ccc(OC)cc2OC)C1 (configuration not stated)	0%	/	/	/	11%	/	-0.6%	-2%	/
CNc1ccc(Br)cc(C(=O)/C=C/c2cccc(Cl)c2Cl)c1=O	?	18%	-10%	-2%	0%	i	7.9µM*	-1%	0.0
Cc1ccc(S(=O)(=O)N2CCC(C(=O)Nc3ccc(N4CCOCC4)cc3)CC2)cc1C	0%	-8%	7%	-4%	9%	i	-0.3%	-1%	-0.8
CCc1nc(SCC(=O)N2CCN(c3ccccc3)CC2)c2oc3ccccc3c2n1	5%	12%	-4%	-3%	?	i	-0.3%	-27%	-3.1
CC(=O)Nc1ccc(C(=O)Nc2cccc(S(=O)(=O)NC3=NCCC3)c2)cc1	-3%	4%	22%	-1%	1%	i	0.3%	-1%	4.0
COc1ccc(C2=C(Nc3ccc(Br)c(C)c3)c3ccccc3C2=O)cc1	14µM*	/	/	/	?	/	0.2%	?	/
COC(=O)c1cc(S(=O)(=O)NCc2ccc3c(c2)OCO3)c[nH]1	0%	16%	-4%	-2%	?	i	-0.5%	-6%	-1.2
C/C(=N\Nc1cccc(C(=O)O)c1)c1ccc(Cl)s1	1%	5%	5%	-2%	?	i	0.2%	-15%	0.1
COc1ccc(-c2nc(-c3cccc(C)c3)no2)cc1OC	-2%	3%	-3%	-1%	/	i	0.4%	17%	-2.7
O=c1cc(N2CCCCC2)c2ccccc2o1	1%	-3%	-19%	3%	24%	i	3.8%	1%	-3.5
COc1cccc(OC)c1OCCCCn1cnc2ccccc2c1=O	-4%	-7%	-10%	-1%	13%	i	5.6%	-2%	1.7
CCOC(=O)c1cc2c(=O)n3ccccc3nc2n(CC(C)C)c1=NC(=O)c1cc2ccccc2o1	7%	/	/	/	-13%[9.27 µM]	/	0.1%	2%	/
CCOC(=O)C1CCCN(Cc2cn3c(-c4cccc(Br)c4)nnc3s2)C1 (configuration not stated)	-16%	/	/	/	-5%	/	-0.9%	-4%	/
O=C(Cn1c(=O)oc2ccccc21)Nc1ccccc1Cl	0%	6%	12%	2%	-4%	i	-0.5%	-12%	0.8
Cc1nc2c(c3c1[nH]c1ccccc13)C(O)CC(C)(C)C2 (configuration not stated)	-33%	7%	0%	-4%	?	i	-0.3%	-12%	0.9
COc1ccc(CCCc2nnc(SCC(=O)Nc3nc(C)cs3)n2C)cc1C	-11%	4%	-7%	0%	14%	i	2.1%	5%	0.2
CCC(CC)N1CCN(CC2CC=CCC2)CC1 (configuration not stated)	-9%	5%	-1%	-5%	?	i	-0.8%	5%	-1.5
NC(=O)/C(=C/c1cccnc1)NC(=O)c1ccccc1	23%	-11%	-3%	2%	-3%	i	0.5%	1%	-0.6
CCCC(C(=O)OCCN(CC)CC)(c1ccccc1)c1ccccc1	6%	0%	-1%	/	2%	i	3.9%	-18%	1.4
CCOC(=O)c1ccc(Nc2ncnc3c2cnn3C)cc1	1%	8%	-2%	-2%	-3%	i	-0.3%	-1%	-0.8
Cc1cccc(-c2c3c(=O)n(C)c(=O)n(C)c3c3c(C)nc4ccccc4n23)c1	16%	/	/	/	-1%	/	-0.8%	7%	/
CC(C)(C)c1ccc(OCC(O)CN2CCN(c3ccccn3)CC2)cc1 (configuration not stated)	-17%	6%	-6%	1%	?	/	-0.7%	-2%	-1.7
COc1ccc(C(=O)Nc2cc(NC(=O)c3ccco3)ccc2OC)cc1Cl	3%	/	/	/	4%	/	0.9%	-3%	/
C=CCc1cc(/C=C2/NC(=O)NC2=O)cc(OCC)c1O	1%	3%	-6%	-3%	11%	i	?	1%	-1.6
NC(=O)NCc1cccc(Cl)c1	-14%	-10%	20%	2%	-2%	i	0.2%	1%	2.3
CSCCC(NS(=O)(=O)c1ccc(Cl)cc1)C(=O)OCC(=O)NC1CC1 (configuration not stated)	-1%	21%	1%	3%	-2%	i	-1.3%	-5%	-4.8
Cc1ccc(OS(=O)(=O)c2ccccc2)c(/C=N/N=C2\NC(=O)C(C)S2)c1 (configuration not stated)	0%	0%	-6%	1%	8%	i	0.5%	-5%	0.5
CC(=O)c1cccc(NC(=S)N2CCN(S(=O)(=O)c3ccc(F)cc3)CC2)c1	-18%	-1%	-1%	-2%	-6%	i	0.2%	-1%	0.6
COc1ccc2nc(-c3ccccc3)nc(SC)c2c1	-9%	8%	?	/	?	i	11%	14%	-1.5
Cc1ccc(CN2CC(C(=O)N3CCN(S(=O)(=O)c4ccc(C)cc4C)CC3)CC2=O)cc1 (configuration not stated)	-22%	-1%	0%	0%	-11%	i	0.3%	-3%	-3.3

Rewritten as labelled records: part of the list above
Cc1nc2c(c3c1[nH]c1ccccc13)C(O)CC(C)(C)C2 (configuration not stated)
- TGFb inhibitor: -33%
- EPAC2 ag: 7%
- EPAC2 antag: 0%
- MmCpn inh: -4%
- Nrf2 inh: ?
- Akt phos inh: i
- Nrf2 activator: -0.3%
- A549 tox: -12%
- CCT chaperon mod: 0.9

COc1ccc(CCCc2nnc(SCC(=O)Nc3nc(C)cs3)n2C)cc1C
- TGFb inhibitor: -11%
- EPAC2 ag: 4%
- EPAC2 antag: -7%
- MmCpn inh: 0%
- Nrf2 inh: 14%
- Akt phos inh: i
- Nrf2 activator: 2.1%
- A549 tox: 5%
- CCT chaperon mod: 0.2

Compound profiles, as listed above. Screens in order: TGFb inhibitor, EPAC2 ag, EPAC2 antag, MmCpn inh, Nrf2 inh, Akt phos inh, Nrf2 activator, A549 tox, CCT chaperon mod
CCCC(C(=O)OCCN(CC)CC)(c1ccccc1)c1ccccc1 in the list: 6%, 0%, -1%, /, 2%, i, 3.9%, -18%, 1.4
Cc1ccc(CN2CC(C(=O)N3CCN(S(=O)(=O)c4ccc(C)cc4C)CC3)CC2=O)cc1 (configuration not stated) in the list: -22%, -1%, 0%, 0%, -11%, i, 0.3%, -3%, -3.3
Cc1cccc(-c2c3c(=O)n(C)c(=O)n(C)c3c3c(C)nc4ccccc4n23)c1 in the list: 16%, /, /, /, -1%, /, -0.8%, 7%, /
C=CCc1cc(/C=C2/NC(=O)NC2=O)cc(OCC)c1O in the list: 1%, 3%, -6%, -3%, 11%, i, ?, 1%, -1.6

A portion of the library (hit frequency here may not be typical).
